Luc counter = blocks Kinase-Glo luciferase, a counter-screen artifact; Q27757; Kinase-Glo luciferase, ATP luminescence, 8 min; Potency, µM (doses to about 38.3 µM), for the others: at the top dose activity change, negative = inhibition, hits mostly inhibitors; hit rate 0.28% among 200,000; note: potency is the fitted concentration of half-maximal effect; % is set by controls: 0 for no effect and ±100 for the full control effect; nearly all actives have a fitted effect of over 60% in size
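Recombinant Kinase-Glo luciferase, 10 uM ATP (linear range), luciferin; imidazole pH 7.2 / KCl / MgCl2 / Tween / BSA buffer; 8 min RT; luminescence.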
HTT cytoprotect = protects HTT-Q103 PC12 cells, measured by ATP; PC12 HTT-Q103 induced, cytoprotection, ATP luminescence, 40 h; AID 1471; hit rate 0.14% among 230,000; Potency, µM (titrated, usually from 56.4 µM), for inactives: cytoprotection (ATP increase), actives largely listed as activators;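 note: potency is the fitted concentration of half-maximal effect; % of control where 0% means no effect; nearly all actives have a fitted effect of over 45% in size; toxic huntingtin expression switched on by the ecdysone agonist tebufenozide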
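Rat PC12, Q103 Htt exon1-GFP fusion, ecdysone promoter; tebufenozide inducer 100 nM final; compound titration; qHTS, 1500 cells/well; ATPlite luminescent read.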
HttQ103 aggreg = inhibitors of mutant huntingtin aggregate formation in PC12 cells; PC12 HttQ103-GFP aggregates, Acumen cytometry, 40 h; Potency, µM (highest dose often 46.1 µM), for inactives: top-dose activity change, negative = inhibition, most hits filed as inhibitors; hit rate 1.1% among 220,000; AID 1688; note: potency is the fitted concentration of half-maximal effect; % is set by controls: 0 for no effect and ±100 for the full control effect; nearly all actives have a fitted effect of over 60% in size
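Compounds (qHTS titration) were added to PC12 cells expressing an ecdysone-driven HTT exon 1 Q103–GFP fusion after induction with 100 nM tebufenozide. Aggregate formation was measured as GFP objects in cell lysates.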
Lamin A splicing = modulators of lamin A splicing; HeLa LMNA splicing GFP/RFP minigene ratio, 48 h; Potency, µM (highest dose often 46.1 µM), inactives show at the highest dose ratio change, negative = inhibition, usual class: inhibitors; hit rate 0.01% among 200,000; AID 1487; active = well fitted inhibition curve with a large enough effect in the signal ratio, with a control signal flat, not every such curve was filed as active; inconclusive = small, poorly fitted or top-dose-only effect, or effect the other way, or a change in a side signal; the % refers to the signal ratio; note: potency is the fitted concentration of half-maximal effect; % is set by controls: 0 for no effect and ±100 for the full control effect
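S3 HeLa stable clones carrying a lamin A-EGFP splicing minigene plus DsRed2 were seeded at 600 cells/well in Opti-MEM with 2% FBS, pin-dosed and incubated 48 h at 37°C. Acumen cytometry (488 nm) gave the GFP/RFP total-intensity ratio.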
CBFb RUNX1 block = blocks binding between human CBF-beta and RUNX1; Potency, µM (top dose mostly 59.8 µM), for the others: at the top dose activity, negative = inhibition, most hits filed as inhibitors; AID 1477; 230,000 tested, under 10 active; AlphaScreen CBFb-His/RUNX1-biotin binding, biochemical; Q01196+Q13951; note: % of control where 0% means no effect
Target sequence (Q01196 whole entry, looked up): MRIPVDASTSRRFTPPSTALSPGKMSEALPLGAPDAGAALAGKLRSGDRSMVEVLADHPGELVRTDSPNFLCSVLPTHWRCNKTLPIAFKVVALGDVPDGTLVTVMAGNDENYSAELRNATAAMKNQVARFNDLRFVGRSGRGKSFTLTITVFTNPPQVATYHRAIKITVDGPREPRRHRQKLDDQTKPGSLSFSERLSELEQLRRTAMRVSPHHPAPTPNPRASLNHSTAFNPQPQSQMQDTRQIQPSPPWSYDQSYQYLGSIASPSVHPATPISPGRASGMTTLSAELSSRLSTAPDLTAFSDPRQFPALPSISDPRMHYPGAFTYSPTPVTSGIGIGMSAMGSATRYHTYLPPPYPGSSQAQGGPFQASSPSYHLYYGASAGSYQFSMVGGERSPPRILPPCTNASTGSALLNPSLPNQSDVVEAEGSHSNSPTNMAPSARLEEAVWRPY
Target sequence (Q13951 whole entry, looked up): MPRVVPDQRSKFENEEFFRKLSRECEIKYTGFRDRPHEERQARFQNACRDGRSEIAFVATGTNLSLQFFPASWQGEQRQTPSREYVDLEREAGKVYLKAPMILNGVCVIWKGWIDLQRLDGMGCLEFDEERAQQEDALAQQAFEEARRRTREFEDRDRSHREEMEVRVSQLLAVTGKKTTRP
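Proteins preincubated together for 20 min at RT before compound addition; 15 min later, nickel and streptavidin beads were added and left 90 min prior to AlphaScreen measurement.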
SMN2 splice enh = increases expression of the SMN2 splice variant; HEK293 SMN2-luciferase splicing reporter, luminescence, 30-36 h; Potency, µM (titrated, usually from 46.1 µM), without a hit: at the top dose activity change, positive = activation, usual class: activators; hit rate 2.8% among 210,000; AID 1458; note: potency is the fitted concentration of half-maximal effect; % of control where 0% means no effect; nearly all actives have a fitted effect of over 55% in size
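qHTS luciferase splicing reporter: luminescence rises when SMN2 exon 7 is included in transfected HEK293 cells. Compound exposure lasted 30-36 h at 37C, with 4.5 mM final sodium butyrate as control, followed by a ONE-Glo read.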
IMPase Li cell = membrane-permeable IMPase blocker, potentiated with lithium. Potency, µM (titrated, usually from 59.4 µM), without a hit: at the highest dose activity, negative = IMPase inhibition, actives largely listed as inhibitors. CHO-M1 cells, IP1 TR-FRET (IP-One), carbachol + lithium. hit rate 0.35% among 210,000;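 note: IP1 builds up when IMPase is blocked and the TR-FRET signal falls; potency is the fitted concentration of half-maximal effect; plate controls were basal vehicle for no effect and high inhibitor control for full effect; nearly all actives have a fitted effect of over 50% in size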
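Concentration–response in CHO-M1 cells, lithium-potentiated; 30 min at 37C. IP1 detected by competitive TR-FRET after 10 min lysis at RT. Hill-fitted AC50.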
* = called active by the depositor; ? = inconclusive; . = not tested or not shown; [ ] = remark or other dose. Unless noted, calls come from the whole dose curve; as a rule, active = well fitted curve in the direction sought with a large enough effect; inconclusive = small, poorly fitted or top-dose-only effect, or another doubt; inactive = no such curve, though single readings can be large; an effect the other way counts as inactive or inconclusive.

Molecule | Luc counter | HTT cytoprotect | HttQ103 aggreg | Lamin A splicing | CBFb RUNX1 block | SMN2 splice enh | IMPase Li cell
O=C(Nc1ccccc1)NC1CCCCNC1=O (stereo not given) | . | 9.9%[10 µM] | -14.6%[9.22 µM] | . | 10.4% | . | .
Cn1c(CCNC(=O)c2ccc(F)cc2)nc2ccccc21 | -5.2% | -22.3% | 4.0% | 12.1% | 11.7% | -14.4% | 6.4%[38.3 µM]
COc1ccc(CCN2C(=O)CN(Cc3ccccc3)CC2=O)cc1OC | 3.1% | . | 5.1% | 4.6% | 10.0% | -23.9% | -2.5%
N#Cc1ccsc1NC(=O)c1ccc(Cl)c([N+](=O)[O-])c1 | . | -36.1%[10 µM] | -12.6%[9.22 µM] | . | ? | . | .
COc1ccccc1N(CC(=O)N1CCc2ccccc2C1)S(C)(=O)=O | 1.7% | 1.4%[10 µM] | 0.0%[9.22 µM] | 3.8%[46 µM] | -1.9% | 3.7% | 8.2%
COC(=O)COc1ccc(-c2ccc(F)cc2)cc1C=O | 15.2% | -27.6% | 2.5% | . | 13.3% | -57.1% | 1.6%
CCC(=O)N1CCCc2ccccc21 | . | 18.7%[10 µM] | -7.2%[9.22 µM] | . | -3.6% | . | .
Nc1nc(=S)c2[nH]cnc2[nH]1 | 0.7% | -84.6%[inhibitor] | . | . | 20.3% | -43.0%[inhibitor] | -9.1%
CC(C)(C)OC(=O)N1CCC[C@H]1C(=O)NCc1ccc(Cl)cc1Cl | 4.6% | -11.0%[10 µM] | -3.7% | -12.9%[46 µM] | 14.6% | -0.4% | 13.4%
C=CCn1c(SCc2ccccc2C#N)nnc1-c1ccccc1O | 1.9% | -9.0% | -6.1% | 3.4%[0.0737 µM] | 5.4% | -14.7% | 2.8%[38.3 µM]
CC12CCC(C/C1=N/NC(=O)COc1ccccc1Cl)C2(C)C (stereo not given) | -2.2% | ? | -4.3% | ? | -3.1% | -23.8% | -0.3%
Cc1cc2nnc(SCC(=O)N3CCCCC3)n2c(N)n1 | -3.4% | 15.6%[10 µM] | 14.1%[9.22 µM] | ? | 13.1% | -10.8% | 18.7%
CN1CCN(c2ncc3nc(-c4cn(C)c5ccccc45)c(=O)n(C[C@H]4CCCO4)c3n2)CC1 | . | -45.3%[inhibitor] | . | ? | . | . | -3.6%
Cc1ccccc1C(=O)NC1CCN(Cc2nnnn2Cc2ccc(F)cc2)CC1 | . | 13.0% | 23.0% | 8.2% | 1.1% | . | .
COc1ccc(/C=C(\C#N)C(=O)Nc2cc(S(=O)(=O)N3CCOCC3)ccc2N2CCCC2)cc1 | 4.0% | -18.3%[10 µM] | -0.1% | 5.5% | -16.9% | 0.0% | 5.1%
Cc1cc(C)c[n+](-c2[nH]c(=O)sc2/C=N/N=C(\N)[S-])c1 | -2.0% | -44.6%[inhibitor] | 5.0% | -12.9%[46 µM] | -3.6% | -5.9% | 5.0%
COc1ccc(NC(=O)c2ccc(NC3CC(=O)N(c4ccc(C)cc4C)C3=O)cc2)cc1 (stereo not given) | . | -15.6%[10 µM] | -3.0%[9.22 µM] | . | 4.4% | . | .
CCCCN(CCCC)S(=O)(=O)c1ccc(NC(=O)c2ccc([N+](=O)[O-])cc2Cl)cc1 | -2.3% | 14.2%[10 µM] | ? | ? | -4.0% | . | 11.8%
COc1ccc(Br)cc1C(=O)Nc1ccccc1-c1ccccc1 | . | -15.7% | 0.9% | ? | 7.4% | . | .
O=C(CN1CCCCCC1)NCCc1ccc(F)cc1 | -1.6% | -17.8% | -4.0% | 0.7% | 3.7% | 1.0% | 12.6%[38.3 µM]
CCOC(CNC(=O)Cc1c(C)nc2c(-c3ccccc3)c(C)nn2c1C)OCC | -0.7% | -16.5% | 14.0% | 3.3%[46 µM] | -8.7% | -67.6%[inhibitor] | 4.9%
O=C(NCc1ccccn1)C12CC3CC(CC(C3)C1)C2 | -0.9% | 22.2%[10 µM] | 15.8%[9.22 µM] | 14.4%[46 µM] | 4.2% | . | 1.0%
CCOC(=O)Cc1nnc(Nc2cc(C)ccc2C)c2ccccc12 | 2.1% | 22.3% | -6.8%[9.22 µM] | -13.4%[46 µM] | 4.6% | -12.9% | 3.2%
CCOC(=O)c1cnc(SCc2nc(N)nc(Nc3ccccc3OC)n2)nc1N | -3.5% | 0.2% | -9.7% | 1.8% | 1.4% | -5.1% | 31.9%[38.3 µM]
O=C(NCc1cccnc1)NC1CCCN1S(=O)(=O)c1ccc(Cl)cc1 (stereo not given) | -1.5% | -0.8%[10 µM] | -2.1% | 9.5% | 2.1% | -4.7% | -3.4%[38.3 µM]
CCOC(=O)c1c(C)[nH]c(C)c1C(=O)COC(=O)C1CCCN1S(=O)(=O)c1ccccc1F (stereo not given) | -5.0% | -1.1% | 12.5% | 10.6% | -4.8% | 0.5% | -0.4%[38.3 µM]
NC(=O)CSc1nnc(Cn2c(=O)sc3ccccc32)n1-c1cccc(Cl)c1 | -3.9% | -6.0%[0.074 µM] | 12.6% | 5.6% | 2.1% | -1.9% | 1.5%[38.3 µM]
CSc1cccc(NC(=O)C(C)NS(=O)(=O)c2ccc(F)cc2)c1 (stereo not given) | -1.7% | -1.3% | 12.9% | -5.6% | -4.7% | -7.1% | 29.2%[38.3 µM]
CCN=C(Nc1ccc(Cl)cc1)c1cccnc1 | 0.6% | 7.4% | 1.8% | -2.7% | 0.4% | 16.1% | 3.2%[38.3 µM]
COc1ccccc1CC(=O)Nc1ccc2nc(C)sc2c1 | . | 1.5%[10 µM] | 17.7% | ? | -3.9% | . | .
Cc1ccc(C(NC(=O)N2CCCC2)C(Cl)(Cl)Cl)cc1F (stereo not given) | 1.4% | -23.2% | -11.8% | ? | 6.0% | -32.8%[inhibitor] | 13.6%
CCOC(=O)c1sc(NC(=O)c2c(OC)cccc2OC)nc1C | 2.8% | -4.9% | -6.3% | 5.5% | 0.0% | 1.7% | 13.8%[38.3 µM]
CCCn1c(N)cc(=O)n(CCC)c1=O | -0.8% | 20.8%[10 µM] | 4.7% | 4.7%[46 µM] | -6.0% | 4.9% | 0.3%
Cc1ccc(NCc2nnc(SCC(=O)Nc3cc(C)on3)n2C)cc1 | 5.7% | -4.2%[1.9 µM] | 4.3% | -12.3% | 3.8% | 5.7% | 12.7%
O=C(NC1CCCCCC1)c1ccccc1-c1ccccc1 | -1.6% | -5.4%[10 µM] | -4.0% | -5.1% | 5.7% | -17.1% | 21.1%
O=C(NCc1cccnc1)C(=O)C1C(=O)Nc2ccccc21 (stereo not given) | . | 11.3%[10 µM] | 7.8%[9.22 µM] | . | 4.8% | . | .
COc1ccc(CCNS(=O)(=O)c2ccc(C(=O)NCc3ccco3)cc2)cc1OC | 2.1% | -14.3% | 13.1% | 8.9% | 5.8% | -12.5% | 26.2%[38.3 µM]
CS(=O)(=O)N(CC(=O)NCC1CCCO1)c1cc(Cl)cc(Cl)c1 (stereo not given) | 1.8% | 4.8% | -6.0% | 8.0% | 7.3% | -4.1% | 41.7%[activator][38.3 µM]
Nc1nnc(SCC(=O)Nc2cc(S(=O)(=O)N3CCOCC3)ccc2Cl)s1 | 3.5% | -58.4%[inhibitor] | -2.9% | -9.3%[46 µM] | 2.8% | -1.6% | 1.5%
COc1ccccc1NS(=O)(=O)c1cc(NC(=S)NCCN2CCOCC2)ccc1N1CCOCC1 | 3.0% | -41.8%[10 µM] | ? | -10.2% | -18.1% | 7.5% | 2.1%
Cc1cccc(NC(=S)/N=C(\N)Nc2nc(C)c3ccc(C)cc3n2)c1 | -4.2% | -19.9% | -27.2% | -10.6% | 1.8% | -17.7% | 5.8%[38.3 µM]
O=C1c2ccccc2S(=O)(=O)N1CC1CC(c2ccccc2Cl)=NO1 (stereo not given) | 4.0% | . | 4.0% | 0.1% | -0.6% | 3.98µM* | 1.5%
CC1(C)Cc2c(sc3nc(SCC(=O)NCc4ccco4)n(-c4ccccc4)c(=O)c23)CS1 | -2.8% | -15.9% | 31.6% | 6.2% | 4.4% | -6.9% | ?
CN1C(=O)CSc2ccc(NC(=O)NCc3ccccc3)cc21 | . | 3.7% | 16.2% | . | -2.9% | . | 4.1%
O=C(Cc1ccccc1)NNS(=O)(=O)c1ccc(F)cc1 | -2.9% | 20.4%[10 µM] | -18.3%[9.22 µM] | 11.5%[46 µM] | 7.2% | . | 8.6%
CCOc1ccc(CN(C(=O)c2oc3cc(C)ccc3c2C)C2CCS(=O)(=O)C2)cc1 (stereo not given) | -1.3% | -69.2%[inhibitor] | -9.6% | 3.3% | -2.8% | 3.7% | 9.9%[38.3 µM]
CN(C)c1cc(O)c(C(=S)Nc2ccccc2)c(N(C)C)c1 | 0.5% | -37.0% | -4.0% | 12.2% | -12.2% | 5.0% | 17.0%[38.3 µM]
CCCOC(=S)NC(=O)c1sc2ccccc2c1Cl | 0.0% | -8.1% | 9.5% | -4.8%[0.0737 µM] | 5.4% | 35.6% | ?
CN(C(=O)CCl)C1CCCc2ccccc21 (stereo not given) | -0.9% | 28.3% | ? | . | 6.4% | -21.8% | -1.6%
COC(=O)c1ccc(NC(=O)c2ccccc2NS(=O)(=O)c2ccccc2)cc1 | 5.0% | -26.2% | 11.2µM* | ? | 6.4% | -31.0%[inhibitor] | 10.6%[38.3 µM]
NC(=O)CC(NC(=O)Cc1ccc(Br)cc1)c1ccc(NCCc2ccccc2F)c([N+](=O)[O-])c1 (stereo not given) | . | -2.7%[10 µM] | 31.4%[9.22 µM] | . | -3.5% | . | .
O=C(NCc1ccccc1)C1CCN(S(=O)(=O)N2CCOCC2)CC1 | -3.2% | -10.6% | 1.1% | 8.0% | 0.2% | -15.6% | -15.0%[38.3 µM]
C=C(C)COc1ccc(-c2[nH]ncc2-c2ccccc2OC)c(O)c1 | -1.0% | 2.4%[0.074 µM] | -20.0% | ? | -6.7% | 5.7% | 23.5%[38.3 µM]

In the list so far, these have a nitro group on carbon:
Molecule | Luc counter | HTT cytoprotect | HttQ103 aggreg | Lamin A splicing | CBFb RUNX1 block | SMN2 splice enh | IMPase Li cell
N#Cc1ccsc1NC(=O)c1ccc(Cl)c([N+](=O)[O-])c1 | . | -36.1%[10 µM] | -12.6%[9.22 µM] | . | ? | . | .
CCCCN(CCCC)S(=O)(=O)c1ccc(NC(=O)c2ccc([N+](=O)[O-])cc2Cl)cc1 | -2.3% | 14.2%[10 µM] | ? | ? | -4.0% | . | 11.8%
NC(=O)CC(NC(=O)Cc1ccc(Br)cc1)c1ccc(NCCc2ccccc2F)c([N+](=O)[O-])c1 (stereo not given) | . | -2.7%[10 µM] | 31.4%[9.22 µM] | . | -3.5% | . | .
